Tb PYK inh – blocks Trypanosoma brucei pyruvate kinase; Q57TT1; 0.12% of 410,000 active; Potency, µM (doses to about 76.8 µM), inactives show top-dose activity, negative = inhibition, actives largely listed as inhibitors; AID 624173; TbPYK enzyme, Kinase-Glo Plus ATP luminescence, 45 min; also: potency is read from the fitted curve at half-maximal effect; nearly all actives have a fitted effect of over 50% in size
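Quantitative HTS: titrated library compounds versus trypanosomal pyruvate kinase in TEA buffer (pH 7.2) containing KCl, MgCl2, BSA and Tween-20. Reactions were initiated with ADP, 130 uM final. Kinase-Glo Plus luminescence was read after 45 min at RT.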
HCMV inh – blocks human cytomegalovirus replication | activity change, negative = inhibition, % at 57.5 µM | HFF cells, HCMV-luciferase reporter, 72 h; hits give low values | AID 1259415 | 4.5% of 410,000 active; in the data active = activity change below about -60%; inconclusive = no clear call, values can overlap the other calls; inactive = above about -39%
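Compounds were evaluated in HFFs infected with an HCMV luciferase reporter virus (MOI 1 PFU/cell). Luciferase in lysates collected 72 h post infection served as the replication measure.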
AMA1-RON2 inh – inhibitors of Plasmodium falciparum AMA1-RON2 interaction; AlphaScreen AMA1-biotinylated RON2 peptide binding; Potency, µM (titrated, usually from 58.2 µM), for inactives: top-dose activity change, negative = inhibition, usual class: inhibitors; 0.2% of 360,000 active;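 also: potency is read from the fitted curve at half-maximal effect; 0% = vehicle wells and -100% = peptide control; nearly all actives have a fitted effect of over 45% in size; some results filed as inactive show a strong effect at the top dose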
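AMA1 (3D7) with his tag at 25 nM final met compounds first, then biotinylated RON2 peptide at 25 nM; detection used donor plus acceptor beads, 10 µg/mL apiece, read by AlphaScreen after 30 min at room temperature.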
Sm TGR inh – inhibitors of Schistosoma mansoni thioredoxin glutathione reductase | 3% of 360,000 active | purified TGR, DTNB reduction, TNB absorbance 405 nm | Potency, µM (top dose mostly 114 µM), without a hit: at the highest dose activity change, negative = inhibition, most hits filed as inhibitors; also: potency is read from the fitted curve at half-maximal effect; nearly all actives have a fitted effect of over 60% in size
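TGR 20 nM + NADPH 100 uM (dispensed conc.), cpd preinc 15 min RT; start with NADPH (500 uM addition) then DTNB (15 mM addition). Kinetic TNB absorbance, 405 nm filter. Four-parameter Hill fit across titration.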
AmpC no deterg – AmpC beta-lactamase inhibition without detergent | P00811 | AmpC nitrocefin hydrolysis, absorbance 480 nm, 0.0001% Triton | Potency, µM (titrated, usually from 57.1 µM), for the others: top-dose activity change, negative = inhibition, most hits filed as inhibitors | 0.52% of 330,000 active;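 also: potency is read from the fitted curve at half-maximal effect; plate controls were no compound for no effect and no enzyme for full effect; nearly all actives have a fitted effect of over 20% in size; some results filed as inactive show a strong effect at the top dose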
Target sequence (P00811 whole entry, looked up): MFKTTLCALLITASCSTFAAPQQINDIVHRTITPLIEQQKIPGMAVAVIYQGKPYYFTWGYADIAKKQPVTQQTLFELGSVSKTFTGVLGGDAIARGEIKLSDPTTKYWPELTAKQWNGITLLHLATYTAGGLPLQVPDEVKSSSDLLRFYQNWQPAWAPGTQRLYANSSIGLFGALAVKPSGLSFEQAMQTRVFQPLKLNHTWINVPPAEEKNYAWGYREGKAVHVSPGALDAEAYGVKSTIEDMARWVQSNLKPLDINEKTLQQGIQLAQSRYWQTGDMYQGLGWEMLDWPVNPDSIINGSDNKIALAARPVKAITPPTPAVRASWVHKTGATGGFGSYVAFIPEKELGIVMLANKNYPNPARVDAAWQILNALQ
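20 mM phosphate pH 7.0 + 0.01% (detergent screen) or 0.0001% Triton X-100; 5.3 nM AmpC reagent; cpd preinc 15 min RT; nitrocefin (800 uM stock) to start; A480 q20 s × 4 min; Activity was normalised to no-enzyme and no-compound control wells.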
LmPK inhibitor – blocks Leishmania mexicana pyruvate kinase activity; Potency, µM (top dose mostly 57.5 µM), inactives show at the top dose activity change, negative = inhibition, hits mostly inhibitors; AID 1721; purified LmPK, Kinase-Glo ATP luminescence, 1 h; Q27686; 0.37% of 290,000 active; also: potency is read from the fitted curve at half-maximal effect
Target sequence (Q27686 whole entry, looked up): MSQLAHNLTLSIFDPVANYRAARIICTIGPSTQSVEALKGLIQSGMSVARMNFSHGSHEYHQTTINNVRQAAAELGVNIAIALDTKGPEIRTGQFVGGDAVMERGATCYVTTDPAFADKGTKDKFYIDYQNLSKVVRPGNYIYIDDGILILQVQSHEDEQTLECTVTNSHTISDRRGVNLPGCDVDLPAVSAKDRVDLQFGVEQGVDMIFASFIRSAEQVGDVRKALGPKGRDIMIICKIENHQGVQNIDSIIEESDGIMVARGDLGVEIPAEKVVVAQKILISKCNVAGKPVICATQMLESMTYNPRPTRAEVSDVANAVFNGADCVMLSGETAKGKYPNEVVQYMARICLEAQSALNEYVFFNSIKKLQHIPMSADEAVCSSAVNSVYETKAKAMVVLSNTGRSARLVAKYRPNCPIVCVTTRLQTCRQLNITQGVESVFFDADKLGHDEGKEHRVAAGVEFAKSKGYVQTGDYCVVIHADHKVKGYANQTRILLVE
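qHTS format; LmPK 0.1 nM; substrates PEP 0.5 mM and ADP 0.1 mM. One-hour room-temperature incubation, then coupled luciferase luminescence; 0.5 nM enzyme wells mark activation.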
AmpC inh detg – blocks E. coli AmpC beta-lactamase in detergent assay; P00811; AmpC hydrolysis of nitrocefin, absorbance 480 nm, 0.01% Triton; Potency, µM (titrated, usually from 114 µM), inactives show at the highest dose activity change, negative = inhibition, hits mostly inhibitors; 0.041% of 370,000 active;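 also: potency is read from the fitted curve at half-maximal effect; 0% = no-compound wells and -100% = no-enzyme wells; nearly all actives have a fitted effect of over 25% in size; some results filed as inactive show a strong effect at the top dose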
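20 mM phosphate pH 7.0 + 0.01% (detergent screen) or 0.0001% Triton X-100; 5.3 nM AmpC reagent; cpd preinc 15 min RT; nitrocefin (800 uM stock) to start; A480 q20 s × 4 min; Activity was normalised to no-enzyme and no-compound control wells.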
* = called active by the depositor; ? = inconclusive; · = not tested or not shown; & = joins results of further samples; [ ] = remark or other dose. Unless noted, calls follow the shape of the dose curve; as a rule, active = well fitted curve in the direction sought with a large enough effect; inconclusive = small, poorly fitted or top-dose-only effect, or another doubt; inactive = no such curve, though single readings can be large; an effect the other way counts as inactive or inconclusive. Unless noted, % is scaled to controls: 0 for no effect and ±100 for the full control effect. Hits appear at their usual frequency, and some 7.4% of all compounds hit somewhere here.

SMILES	Tb PYK inh	HCMV inh	AMA1-RON2 inh	Sm TGR inh	AmpC no deterg	LmPK inhibitor	AmpC inh detg
Cc1cc(C)nc(N2N=C(C(F)(F)F)CC2=O)n1	7%	28	13%	3%	0%	2%	-2%
CC1CCc2sc(C(=O)N(C)CC(=O)Nc3cccc(F)c3)cc2C1 (stereo not given)	-5%	?	-7%	-10%	-32%	-9%	8%
CCCCN(CCCC)CCC(O)c1cc2c(Cl)cc(Cl)cc2c2cc(C(F)(F)F)ccc12 (stereo not given)	3%	-26	0%	-4%	-3%	·	?
CCN(Cc1ccccc1)C(=O)c1c[nH]c2ccc(S(=O)(=O)N(C)CCC#N)cc2c1=O	5%	3	11%	0%	-26%	2%	?
COc1ccc(N2CCN(C(=O)c3ccc4c(c3)CC(c3ccccc3)OC4=O)CC2)cc1 (stereo not given)	2%	-23	?	-11%	-18%	·	-9%
CN(c1ccccc1C(=O)N1CCc2ccccc2C1)S(C)(=O)=O	-17%	59	4%	-6%	-10%	-2%	-2%
CCC1OC(C(C)C)Cc2[nH][nH]c(=O)c21 (stereo not given)	-1%	0	18%	·	·	·	·
O=S(=O)(c1ccccc1)c1cnc2ccccc2c1	-2%	-6	3%	-1%	-27%	·	-9%
N#C/C(=C\c1cccc(OCC(=O)O)c1)c1nc2ccccc2[nH]1	0%	-9	27%	-6%	-31%	-1%	1%
COc1cccc(CN2CCN(C3CCN(c4cccc(C)c4C)CC3)CC2CCO)c1 (stereo not given)	-3%	-24	-7%	?	221%[activator]	-5%	3%

5 entries from above, arranged by length of the SMILES, high to low:
SMILES	Tb PYK inh	HCMV inh	AMA1-RON2 inh	Sm TGR inh	AmpC no deterg	LmPK inhibitor	AmpC inh detg
CCN(Cc1ccccc1)C(=O)c1c[nH]c2ccc(S(=O)(=O)N(C)CCC#N)cc2c1=O	5%	3	11%	0%	-26%	2%	?
COc1ccc(N2CCN(C(=O)c3ccc4c(c3)CC(c3ccccc3)OC4=O)CC2)cc1 (stereo not given)	2%	-23	?	-11%	-18%	·	-9%
COc1cccc(CN2CCN(C3CCN(c4cccc(C)c4C)CC3)CC2CCO)c1 (stereo not given)	-3%	-24	-7%	?	221%[activator]	-5%	3%
N#C/C(=C\c1cccc(OCC(=O)O)c1)c1nc2ccccc2[nH]1	0%	-9	27%	-6%	-31%	-1%	1%
CC1CCc2sc(C(=O)N(C)CC(=O)Nc3cccc(F)c3)cc2C1 (stereo not given)	-5%	?	-7%	-10%	-32%	-9%	8%

Continued:
SMILES	Tb PYK inh	HCMV inh	AMA1-RON2 inh	Sm TGR inh	AmpC no deterg	LmPK inhibitor	AmpC inh detg
COc1ccc(CC(=O)NNc2ncnc3c2cnn3C)cc1	6%	-32	49%[activator]	7%	-5%	5%	8%
COc1ccc(OC)c(C2=NOC(C(=O)NCCN3CCOCC3)C2)c1 (stereo not given)	-4%	-10	8%	-1%	-18%	-3%	?
CC1(C)Cc2c(c(-c3ccccc3)nc3[nH][nH]c(=O)c23)CO1	-3%	24	-2%	13%	-17%	-4%	-8%
Cc1cc(N)n(-c2ncnc3scc(-c4ccccc4)c23)n1	2%	18	-3%	4%	-17%	4%	1%
CCOC(=O)c1c(NC(C)=O)c2c3c(sc2n1Cc1nc(-c2cccc(Cl)c2)oc1C)CCCC3	-2%	-6	·	2%	·	·	3%
O=C(/C=C/c1c(F)cccc1Cl)N1CCc2ccccc2C1	-8%	-7	-1%	-17%	-42%	18%	?
O=C(COc1nsnc1N1CCOCC1)Nc1cccc(Cl)c1	-6%	8	-11%	1%	-27%	3%	-8%
COC(=O)c1ccc(NC(=O)c2ccccc2)o1	-13%	26	6%	-2%	-8%	-6%	7%
CCCCOc1ccc([N+](=O)[O-])cc1C(=O)O	3%	-37	24%	6%	-14%	2%	?
O=[N+]([O-])c1c(NCc2ccco2)ncnc1NCc1ccco1	-7%	-13	-27%	·	·	·	·
COc1ccc(/C=C(\NC(=O)c2ccc(OC)cc2)C(=O)Nc2cccc(C(=O)O)c2)cc1	0%	-7	3%	-4%	-14%	-5%	-1%
CN(CCc1ccccn1)C(=O)CCC1CCCN(C(=O)CCOc2ccccc2)C1 (stereo not given)	-14%	41	6%	-2%	51%	4%	6%
COc1ccc(C(=O)OCC#CCSc2nnc(-c3cccc4ccccc34)o2)cc1	1%	-15	·	-22%	-31%&-10%	·	4%
NNC(=O)c1cc(-c2ccccc2)sc1N	-23%	-24	63%[activator]	4%	-40%	4%	6%
Cc1cccc(C(C)C)c1NC(=O)COC(=O)c1cc2ccccc2oc1=O	1%	30	3%	-9%	-34%	·	-5%
Cn1c(O)c(Cc2cccc(Cl)c2Cl)c(=O)n(C)c1=O	-1%	-22	-15%	?	-9%	3%	-12%
C=CCn1c(SCC(=O)c2ccc(O)c(O)c2)nnc1-c1ccccc1OC	2%	-9	32%[activator]	0%	-56%	4%	-18%
COc1ccc(OC)c(-c2nc3ccccc3nc2-c2ccccc2)c1	2%	29	-13%	-20%	31%	3%	4%
CN(c1ccccc1)S(=O)(=O)c1cccc(NC(=O)CSc2nncs2)c1	0%	-30	2%	-14%	-42%	1%	-5%
CC(C)CN(CC(C)C)S(=O)(=O)N1CCC(C(=O)NCc2cccnc2)CC1	1%	?	7%	-19%	60%	5%	-3%
COc1cccc(CNc2ccc(S(=O)(=O)Nc3nccs3)cc2)c1O	-5%	45	-1%	-22%	-19%	0%	-6%
COCCCN(C(=O)Nc1ccc(C)c(C)c1)C(C)c1ccccn1 (stereo not given)	1%	18	73%[activator]	14%	6%	12%	-9%
Cc1ccc(Cl)cc1N1CCN(S(=O)(=O)c2ccc3[nH]c4c(c3c2)CCCC4)CC1	1%	-8	·	24%	·	·	13%
COc1cc(-c2noc(C)c2C(=O)NCC[C@@H]2CCCN2C)cc(OC)c1OC	-6%	11	0%	·	20%	·	·
CCOc1ccc(Nc2c(S(=O)(=O)c3ccc(C)cc3)cnc3cc(OC)c(OC)cc23)cc1	-8%	-12	·	0%	·	·	16%
Nc1nc(O)c(Sc2ccccc2[N+](=O)[O-])c(=O)[nH]1	-10%	-13	-4%	-12%	-23%	5%	4%
O=C1CCC(CCC(=O)N2CCCC(C(=O)c3ccc(Cl)cc3)C2)=NN1 (stereo not given)	1%	-32	6%	-11%	-7%	3%	-6%
Cc1cnc(C(=O)Nc2cccc3ncccc23)cn1	1%	-3	22%	3%	-18%	-7%	2%
Brc1ccc(-c2csc3[n+]2CCCCC3)cc1	-5%	?	5%	2%	1%	0%	?
COC(=O)[C@@]1(Cc2ccc(F)cc2)[C@H]2c3cc(C(=O)N(C)C)n(Cc4cc(F)cc5c4OCOC5)c3C[C@H]2CN1C(=O)c1ccccc1	-4%	-17	-8%	·	·	·	·
O=C(c1ccc(N2CCCC2=O)cc1)N1CCN(c2ccc(C(F)(F)F)cc2[N+](=O)[O-])CC1	4%	-86*	-8%	·	·	·	·
CC1(C(=O)O)CCC(C(=O)Nc2ccc(F)cc2)C1(C)C (stereo not given)	2%	26	-1%	-1%	-18%	-1%	?
CCOC(=O)c1ccc(Oc2nc(OC)nc(N(C)C)n2)cc1	-10%	-16	-1%	-14%	12%	0%	-6%
O=C1CCCCC(=O)[C@H](O)C[C@H](COCc2ccccc2)O1	-3%	-12	1%	·	·	·	·
COc1cccc(/C=C/C(=O)OCC(=O)Nc2cc(C(F)(F)F)ccc2Cl)c1	-17%	-14	-4%	1%	-23%	4%	-11%
O=C(O)COc1ccccc1/C=N/NC(=O)CSc1nc2ccccc2s1	3%	0	21%	30%[activator]	-27%	6%	14%
COc1ccc(C(=O)NCCc2nnc3ccc(SCC(=O)NCCc4ccc(OC)c(OC)c4)nn23)cc1	1%	23	12%	-8%	7%	7%	-4%
COc1ccccc1NC(=O)CSc1nc(SC)ns1	4%	-22	5%	-17%	-27%	1%	-14%
CCOc1cccc(/C=N/NC(=O)c2cc(-c3cccn3C)n[nH]2)c1O	-8%	-38	49%[activator]	-19%	-38%	-5%	-4%
Cc1ccccc1CS(=O)(=O)CC1(O)CCN(C(=O)c2cccc(C(F)(F)F)c2)CC1	3%	14	4%	2%	76%[activator]	2%	2%
Cc1ccccc1C1=C/C(=C(\SS/C(C(=O)c2ccc(OCC(=O)O)c(Cl)c2Cl)=C2\C=C(c3ccccc3C)SS2)C(=O)c2ccc(OCC(=O)O)c(Cl)c2Cl)SS1	-3%	-27	-29%	·	·	·	·
CC(C#N)(CCc1ccccn1)CCc1ccccn1	0%	6	7%	·	·	·	·
Cn1c(CNC(=O)c2ccccc2)nnc1SCC(=O)Nc1nccs1	-28%	-31	22%	·	-7%	1%	2%
COc1ccccc1N1CCN(C(=O)c2cc3c(=O)n(C)c4ccccc4c3s2)CC1	4%	11	·	-7%	·	·	1%
CCOC(=O)c1cnn(-c2ccccc2)c1NC(=O)c1ccc(C)cc1	5%	-11	-2%	-6%	-9%	2%	-7%
CC(Oc1ccc(Cl)cc1Cl)C(=O)Nc1ccncc1 (stereo not given)	1%	?	0%	0%	20%	2%	?
CCOC(=O)N/N=C(C)/C=C/c1ccco1	-14%	-16	-17%	32µM*	-6%	-5%	-12%
COc1ccc(CN(C)C(=O)c2ccc(NS(=O)(=O)c3ccccc3)cc2)c(OC)c1	1%	0	-3%	0%	-25%	·	-17%
COC(=O)c1cn(C(=O)c2cc(Cl)ccc2Cl)c2ccccc12	-1%	-2	-17%	-9%	-28%	2%	?
CCN(c1ncnc2c1cnn2-c1ccc(C)cc1)C1CCCCC1	4%	-80*	·	-1%	·	·	3%

Following part:
SMILES	Tb PYK inh	HCMV inh	AMA1-RON2 inh	Sm TGR inh	AmpC no deterg	LmPK inhibitor	AmpC inh detg
Nc1ccc(S(=O)(=O)NC2(C(F)(F)F)NC(=O)N(Cc3ccccc3)C2=O)cc1 (stereo not given)	-7%	-16	-2%	6%	-3%	-2%	3%
CN(Cc1ccccc1)C(=O)CN1C(=O)NC(C)(c2ccc(Cl)cc2)C1=O (stereo not given)	-2%	-35	4%	-2%	58%	0%	?
COc1cccc(-c2csc(N3CCN(C(=O)NC45CC6CC(CC(C6)C4)C5)CC3)n2)c1	0%	49	-13%	-2%	-25%	4%	1%
CCCCCCN1C[C@H](n2cc(-c3ccc(F)cc3)nn2)[C@@H](O)C[C@@H]1c1ccc(C)cc1	4%	-81*	-4%	·	·	·	·
CCC(=O)NC(=S)Nc1cccc(C(C)=O)c1	1%	-6	0%	1%	-17%	-3%	5%
Cc1c(N(C(=O)c2cnccn2)C2(C(=O)NC3CCCC3)CCCCC2)c(=O)n(-c2ccccc2)n1C	2%	23	2%	0%	11%	11%	-3%

Screening data from PubChem.
